Screening data: PubChem, several laboratories
GAA850 FXN act: FXN promoter activators, primary screen, cell-based, luciferase luminescence, HEK293 lucGAA850 | HEK293 lucGAA850 FXN promoter luciferase reporter, 24 h; percent of 10 µM SAHA response | activation, % at 6 µM | hit rate 0.56% among 360,000;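 active means activation above the average of all compounds screened plus 3 SD, cutoff fixed separately per campaign, cut at about 7.5% in these data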;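 further: 0% = DMSO wells and 100% = 10 µM SAHA wells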
ssDAF-12 act: S. stercoralis DAF-12 nuclear receptor activators, primary screen, cell-based, luminescence, HEK293, GRIP1 co-expression, lit1-tk-luc | HEK293 ssDAF-12/GRIP1 lit1-tk-luc reporter; % of 3 µM dafachronic acid response | hit rate 1% among 370,000 | Nuclear hormone receptor DAF-12 (Strongyloides stercoralis) | activation, % at 6.8 µM | AID 652126, 2013;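 active means activation above the mean over all tested compounds plus 3 SD, cut at about 0.9% in these data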;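 further: 0% = DMSO-only wells and 100% = 3 µM delta7-dafachronic acid wells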
sPLA2-III inh: human group III sPLA2 inhibitors, primary screen, biochemical, QFRET, BODIPY PC-A2 liposome substrate; Group 3 secretory phospholipase A2 (Homo sapiens), Q9NZ20; QFRET BODIPY PC-A2 liposome hydrolysis, fluorescence; inhibition, % at 12.2 µM; hit rate 0.56% among 370,000; AID 743126, 2013;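 active means inhibition above mean plus 3 SD of compounds lying within the high and low control bounds, cut at about 19% in these data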;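 further: 0% = median of test compound wells and 100% = no enzyme DMSO wells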
Target sequence (Q9NZ20 whole entry, looked up): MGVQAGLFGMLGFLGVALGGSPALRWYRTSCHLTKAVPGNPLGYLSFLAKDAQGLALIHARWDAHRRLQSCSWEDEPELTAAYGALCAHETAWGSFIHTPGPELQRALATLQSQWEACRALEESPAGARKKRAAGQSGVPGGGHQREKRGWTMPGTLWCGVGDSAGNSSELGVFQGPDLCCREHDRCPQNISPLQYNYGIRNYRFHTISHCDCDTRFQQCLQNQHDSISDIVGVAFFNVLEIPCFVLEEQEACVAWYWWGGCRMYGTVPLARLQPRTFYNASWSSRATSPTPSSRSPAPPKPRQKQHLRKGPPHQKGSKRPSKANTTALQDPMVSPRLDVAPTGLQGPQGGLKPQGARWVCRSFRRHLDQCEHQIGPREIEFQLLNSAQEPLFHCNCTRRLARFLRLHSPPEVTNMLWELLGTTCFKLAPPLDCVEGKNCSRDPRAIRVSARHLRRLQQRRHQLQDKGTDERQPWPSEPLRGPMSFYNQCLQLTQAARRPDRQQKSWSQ
hcDAF-12 act: H. contortus DAF-12 nuclear receptor activators, primary screen, cell-based, luminescence, HEK293, lit1-tk-luc reporter; HEK293 hcDAF-12 lit1-tk-luc reporter; 0% DMSO, 100% Δ7-dafachronic acid; activation, % at 6.8 µM; hit rate 1.4% among 370,000;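 active means activation above the mean of all tested compounds plus 3 SD, cut at about 5.5% in these data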;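 further: 100% = response to 3 µM Δ7-dafachronic acid high control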
ADAM10 inh: human ADAM10 inhibitors, primary screen, biochemical, QFRET, HTS; inhibition, % at 7 µM; Disintegrin and metalloproteinase domain-containing protein 10 (Homo sapiens), O14672; hit rate 0.62% among 370,000; recombinant ADAM10, EDANS/DABCYL FRET peptide cleavage, 3 h;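 active means inhibition above a per-campaign cutoff equal to the mean of compounds falling between control-based bounds plus 3 SD, cut at about 20% in these data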;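 further: 0% = DMSO wells while the 100% control is not disclosed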
DAX1 inh-1: DAX1 (NR0B1) inhibitors on StAR promoter, primary screen, cell-based, luminescence, SF-1 (NR5A1), full-length DAX-1. AID 652010, 2013. inhibition, % at 6.8 µM. HEK293T StAR-luciferase reporter, SF-1/DAX-1 repression relief. hit rate 1.1% among 370,000;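 active means inhibition above the mean over all tested compounds plus 3 SD, cut at about 3.6% in these data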;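 further: 0% = DAX-1 cells with DMSO and 100% = cells lacking DAX-1 with DMSO; higher inhibition means more luminescence from relief of DAX-1 repression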
DAX1 inh-2: DAX1 (NR0B1) inhibitors, primary screen, cell-based, HEK293, Gal4-DAX1, luciferase luminescence; Nuclear receptor subfamily 0 group B member 1 (Homo sapiens), P51843; HEK293 Gal4-DAX1 luciferase reporter; inhibition, % at 6.75 µM; hit rate 0.99% among 340,000; AID 504766, 2011;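 active means inhibition above the mean over all tested compounds plus 3 SD, cut at about 4.2% in these data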;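 further: 0% = DAX1-transfected cells with DMSO and 100% = empty-vector control cells with DMSO; inhibition shows as a rise in luminescence from relieved DAX1 repression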
Target sequence (P51843 207-470 limits assumed): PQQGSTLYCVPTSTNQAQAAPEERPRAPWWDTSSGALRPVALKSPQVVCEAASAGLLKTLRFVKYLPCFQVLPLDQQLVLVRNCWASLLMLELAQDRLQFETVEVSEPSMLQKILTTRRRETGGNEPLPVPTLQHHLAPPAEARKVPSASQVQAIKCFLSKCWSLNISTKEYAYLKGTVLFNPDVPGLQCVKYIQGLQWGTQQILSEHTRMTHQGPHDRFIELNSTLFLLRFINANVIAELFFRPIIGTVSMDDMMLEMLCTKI
NPR1 activator: GC-A stimulated cGMP production enhancers – HEK293 GC-A cells, cGMP TR-FRET, EC30 ANP, primary screen; Atrial natriuretic peptide receptor 1 (Homo sapiens), P16066; 0% at EC30 ANP, 100% saturating ANP; activation, % at 10 µM; hit rate 0.14% among 370,000; AID 1671463, 2021; in the data active means activation above about 40%
SMARCA2 act: SMARCA2 (BRM) function activators, primary screen, cell-based, luminescence, high throughput. AID 652017, 2013. MG213 cells, MMTV-luciferase reporter, dexamethasone, overnight. hit rate 1% among 370,000. activation, % at 9.1 µM; in the data active means activation above about 7.8%;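 further: 0% = vehicle wells and 100% = reference activator wells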
hgDAF-12 ag: H. glycines DAF-12 receptor agonists, primary screen, cell-based, luminescence, HEK293, GAL4 fusion, UAS-luciferase | Nuclear hormone receptor DAF-12 (Heterodera glycines), GAL4 fusion | HEK293 GAL4-hgDAF12 UAS-luciferase reporter, agonist luminescence; normalized to butyrate control | activation, % at 6.8 µM | hit rate 1.8% among 370,000;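 active means activation above a cutoff set at the mean of all screened compounds plus 3 SD, cut at about 10% in these data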;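 further: 0% = DMSO wells and 100% = sodium butyrate wells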
GC-B act: human GC-B receptor activators, primary screen, HEK293 GC-B cells, cGMP TR-FRET, EC30 CNP; hit rate 0.11% among 370,000; 0% at EC30 CNP, 100% saturating CNP; activation, % at 10 µM; AID 1920062, 2024;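 active means activation at 10 µM reaching about 35% in either raw or pattern-adjusted values, limit read from the data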
Active calls of the source: *; i = inactive; / = not tested or not shown. Some of the compounds tested. The share of hits here may be higher or lower than overall.

Each structure is followed by: ssDAF-12 act	DAX1 inh-1	GC-B act	SMARCA2 act	NPR1 activator	hgDAF-12 ag	DAX1 inh-2	ADAM10 inh	GAA850 FXN act	hcDAF-12 act	sPLA2-III inh
- O=C(c1ccc2c(c1)N(Cc1ccccc1)CCS2)N1CCC2(CC1)OCCO2
 : -1.5	0.0	-3	-3	-5	1.3	0.2	i	1.9	0.0	0
- COC(=O)NC(=S)Nc1ccccc1NC(=S)NC(=O)OC
 : -1.3	0.0	-7	-5	3	0.1	-0.1	5	0.2	-2.0	14
- CSc1ccc(C(=O)C(C)(C)N2CCOCC2)cc1
 : -1.4	-0.6	1	-3	-2	-1.9	1.0	-16	0.4	-0.8	8
- NP(=O)(Oc1ccc(Cl)cc1)Oc1ccc(Cl)cc1
 : -1.5	-0.4	0	-4	-1	1.4	-0.8	-1	-0.1	0.8	3
- O=C(C1c2ccccc2C(=O)N2CCc3ccccc3C12)N1CCC2(CC1)OCCO2 (stereo not drawn)
 : -1.2	-0.8	-2	1	5	0.4	1.9	-4	-2.3	-1.9	-3
- CCOP(=O)(OCC)c1cc(CC)ccc1O
 : 0.0	0.2	3	-3	-3	-0.6	-0.1	-10	0.3	0.5	6
- CC(C)NS(=O)(=O)c1ccc(OCC(=O)N2CCN(Cc3ccccc3)CC2)c(Cl)c1
 : -1.4	-1.9	4	-2	-2	-1.8	-0.5	5	0.8	-1.6	-14
- C[C@H]1CNCCN1c1ccc(N2CC[C@H](O)C2)c(C#N)c1
 : -0.8	-0.8	4	1	0	-1.9	/	-56	/	-0.5	5
- COc1cccc(-n2c(/C=C/c3ccc(O)c(O)c3)nc3ccccc3c2=O)c1
 : -1.6	-1.4	34	-4	7	-8.3	-0.4	-14	2.2	-3.0	1
- O=C(COc1ccc2ccccc2c1)N1CCN(Cc2ccncc2)CC1
 : -1.1	-0.1	-6	1	4	0.2	-0.1	3	0.6	-1.0	7
- CN(C)C(=O)Oc1ccc([N+](=O)[O-])cc1
 : -0.4	-0.2	1	0	-1	3.1	0.2	5	1.6	-0.7	1
- O=C1NCN(c2ccccc2)C12CCN(C(c1cccc3ccccc13)c1nnnn1C1CCCCC1)CC2 (stereo not drawn)
 : -0.9	1.3	1	-3	-1	1.5	/	4	/	-1.1	3
- C=CCn1c(O)c(C(C)=O)c(=O)[nH]c1=O (tested in a mixture with another compound)
 : -1.5	0.1	3	0	2	-0.4	-0.1	2	1.4	-0.5	8
- CC1=NN(Cc2c[nH]c3ccccc23)C(C)(C)C1
 : 0.1	-0.4	-3	2	6	-0.3	1.1	-8	0.6	5.5	-53
- CCOC(=O)[C@]12Cc3cc4ccccc4cc3[C@H]1N(Cc1ccccc1)C(=O)c1cc(OC)ccc12
 : -1.1	3.7*	2	1	-4	4.8	/	0	/	-0.1	0
- CCN(CC)C(=O)c1ccc(NC(=O)c2cn(-c3ccccc3)nc2-c2ccc(OC)cc2)cc1
 : -1.5	-3.2	-1	-1	1	2.3	-0.4	16	-3.4	-1.6	-23
- COc1ccc(C)cc1NC(=O)c1c(C)nn(Cc2ccccc2)c1Cl
 : -1.1	-0.4	4	-2	0	1.5	-1.1	9	0.4	-2.1	-6
- CN1CCN(c2ccc(N)cc2)CC1
 : -1.1	-0.1	-3	-5	-8	-2.2	-0.5	-7	-1.0	-0.8	8
- O=C(NCC1=C(c2cccc3ccccc23)C[C@@H]2CC[C@H]1N2Cc1ccco1)c1cccs1
 : -1.7	-0.6	-14	0	-11	-5.1	0.4	2	-12	-1.9	-10
- CCCn1nc2ccccc2c1P(=O)(N1CCOCC1)N1CCOCC1
 : -1.1	-0.8	3	2	3	1.3	2.8	2	-2.4	-1.7	-2

Results in GAA850 FXN act and DAX1 inh-1, for some of the entries so far:
structure,GAA850 FXN act,DAX1 inh-1
CN(C)C(=O)Oc1ccc([N+](=O)[O-])cc1,1.6,-0.2
O=C1NCN(c2ccccc2)C12CCN(C(c1cccc3ccccc13)c1nnnn1C1CCCCC1)CC2 (stereo not drawn),/,1.3
C=CCn1c(O)c(C(C)=O)c(=O)[nH]c1=O (tested in a mixture with another compound),1.4,0.1
CC1=NN(Cc2c[nH]c3ccccc23)C(C)(C)C1,0.6,-0.4

Profiles from above. Screens in order: ssDAF-12 act, DAX1 inh-1, GC-B act, SMARCA2 act, NPR1 activator, hgDAF-12 ag, DAX1 inh-2, ADAM10 inh, GAA850 FXN act, hcDAF-12 act, sPLA2-III inh
`C=CCn1c(O)c(C(C)=O)c(=O)[nH]c1=O` (tested in a mixture with another compound) in the list: -1.5, 0.1, 3, 0, 2, -0.4, -0.1, 2, 1.4, -0.5, 8
`NP(=O)(Oc1ccc(Cl)cc1)Oc1ccc(Cl)cc1` in the list: -1.5, -0.4, 0, -4, -1, 1.4, -0.8, -1, -0.1, 0.8, 3
`COc1cccc(-n2c(/C=C/c3ccc(O)c(O)c3)nc3ccccc3c2=O)c1` in the list: -1.6, -1.4, 34, -4, 7, -8.3, -0.4, -14, 2.2, -3.0, 1

The list goes on.
Each structure is followed by: ssDAF-12 act	DAX1 inh-1	GC-B act	SMARCA2 act	NPR1 activator	hgDAF-12 ag	DAX1 inh-2	ADAM10 inh	GAA850 FXN act	hcDAF-12 act	sPLA2-III inh
- O=C1CCC2(O)C3Cc4ccc(O)c5c4C2(CCN3Cc2ccoc2)C1O5 (stereo not drawn)
 : -1.0	-0.1	-1	5	1	-0.4	0.7	-22	0.1	0.2	-25
- COP(=O)(OC)C(NS(=O)(=O)c1ccccc1)C(Cl)(Cl)Cl (stereo not drawn)
 : -2.1	0.1	2	-2	-3	0.2	2.4	0	-0.7	-1.2	0
- Clc1ccc(N2CCN(Cc3ccccc3Cl)CC2)cc1
 : -1.6	0.0	-2	8.2*	-6	0.5	-0.7	2	0.1	-0.7	0
- COc1ccc(F)cc1C(=O)C1CCCN(Cc2ccc(O)cc2)C1 (stereo not drawn)
 : -1.1	0.5	5	0	-4	1.3	0.4	-41	0.7	-1.4	-14
- Cc1cc(C(=O)NP(=O)(N2CCOCC2)N2CCOCC2)c(C)n1C1CC1
 : -1.4	0.0	1	-5	1	0.9	1.8	-13	-0.1	-0.9	10
- Nc1ccc(CCN2CCN(c3cccc(C(F)(F)F)c3)CC2)cc1
 : -1.2	-2.5	3	-3	4	-0.9	-0.6	6	0.9	-0.9	9
- Cc1nn(Cc2ccccc2Cl)c(Cl)c1C(=O)OC(C(=O)NC(N)=O)C(C)C (stereo not drawn)
 : -1.8	-1.0	-3	-3	2	4.8	0.1	-3	4.2	1.1	-7
- Cc1cc(C=C2C(=O)N(C)C(=S)N(C)C2=O)c(C)n1C1CCCC1
 : -1.0	-0.6	4	-3	-4	-0.7	-0.2	-1	1.3	0.7	-2
- CCCOc1ccccc1NP(=O)(Oc1ccccc1)Oc1ccccc1
 : -1.0	-0.3	-1	0	-21	-0.2	-0.8	0	-0.5	-2.3	-4
- COc1ccc(CNCCc2ccccc2F)c(OC)c1C
 : -0.6	0.3	-14	-2	-53	-1.6	1.3	-11	-1.9	-1.8	12
- COC(=O)C(C)NC(=S)N1CC2C[C@@H](C1)Cn1c2cccc1=O (stereo partly drawn)
 : -0.1	0.7	9	0	2	3.0	-0.3	11	0.2	-2.1	2
- O=C(CN1CCCCC1)c1cccc(Br)c1
 : -0.9	-0.2	0	0	1	-1.5	0.6	5	-1.3	-0.7	-8
- O=C1CC(C(=O)N2CCC3(CC2)OCCO3)CN1CCc1ccccc1 (stereo not drawn)
 : -1.0	0.4	9	-3	0	1.9	1.6	-13	-1.1	-1.2	2
- CCc1ccccc1N1C(=O)NC(=O)/C(=C\c2cc(C)n(C)c2C)C1=O
 : -2.0	-0.1	0	2	-4	0.2	-0.5	-6	-0.6	-1.3	-8
- CCC(=O)CC(c1ccccc1)c1c(O)c2ccccc2sc1=O (stereo not drawn)
 : -1.6	-0.3	-3	-4	6	-3.0	0.0	-15	2.9	5.0	7
- CCC(C)N1CCN(C(=O)COc2ccc3ccccc3c2)CC1 (stereo not drawn)
 : -0.9	-0.3	2	1	3	1.4	0.1	-1	0.8	-1.8	-6
- O=C(NCCN1CCC2(CC1)C(=O)NCN2c1ccccc1)c1ccc(Cl)c(Cl)c1
 : -0.6	1.1	-17	1	-7	3.0	/	2	/	-0.4	-2
- O=c1c2ccccc2nc(-c2ccccc2)n1-c1cccnc1
 : 0.1	-0.9	-2	0	0	1.8	0.9	-8	-0.7	2.0	3
- CCNC(=O)NC(=O)C(C)OC(=O)c1c(C)nn(Cc2ccccc2Cl)c1Cl (stereo not drawn)
 : -0.9	-0.9	10	-2	10	-1.9	-1.7	4	3.1	-2.3	-5
- CCOC(=O)[C@]12Cc3ccccc3[C@H]1N(C(C)C)C(=O)c1ccccc12
 : -1.1	4.5*	-8	-7	-7	-2.0	/	12	/	-0.9	-2
- COc1cc(C(=O)N2Cc3ccccc3-n3nncc3C2)cc(OC)c1OC
 : -1.1	-0.6	1	4	-2	-2.8	1.4	-1	0.5	0.7	-4
- CCc1ccccc1NC(=O)CN1CCN(C(=O)COc2ccccc2C#N)CC1
 : -1.3	-0.7	2	1	0	1.0	-0.2	10	0.8	0.7	0
- O=C1NC(=S)NC(=O)C12C(c1ccccc1)NC(=S)NC2c1ccccc1 (stereo not drawn)
 : -1.2	-0.6	1	0	1	-0.3	1.2	-4	2.6	1.3	-5
- CC1(C)CSC(Nc2ccc(F)c(Cl)c2)=N1
 : -1.2	-0.9	6	-4	2	-3.3	-0.7	-6	0.1	-1.7	-1
- O=C1C2(c3ccccc3)CN3CN(C2)CC1(c1ccccc1)C3
 : -1.4	0.0	0	-2	4	-1.6	-1.7	-4	-1.4	0.9	15
- CN1C[C@H](CO)C[C@@H]2c3cccc4[nH]cc(c34)C[C@H]21
 : -0.6	0.4	-1	-3	1	-1.1	1.1	-6	-1.6	-0.4	0
